Compound activity: PubChem, National Center for Advancing Translational Sciences (NCATS)
ATXN viability – cell viability loss in ATXN counter-screen. S2 cells (HEK-293 line with an ATXN2-luciferase reporter) viability, CellTiter-Fluor protease fluorescence, 24 h. Potency, µM (top dose mostly 56.7 µM), most hits filed as cytotoxic. actives 0.49% (n = 400,000). AID 651635; note: potency is the fitted concentration of half-maximal effect; nearly all actives have a fitted effect of over 40% in size
ATXN2 expr inh – inhibitors of ATXN2 expression. HEK-293 ATXN2-luciferase reporter, luminescence, 24 h. Potency, µM (titrated, usually from 57 µM), for inactives: at the highest dose activity change, negative = inhibition, usual class: inhibitors. actives 0.72% (n = 360,000). AID 1745845; note: potency is the fitted concentration of half-maximal effect; % is set by controls: 0 for no effect and ±100 for the full control effect; nearly all actives have a fitted effect of over 55% in size
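ATXN2-luciferase reporter cells (luciferase flanked by upstream and downstream ATXN2 gene portions) were treated 24 h at 37 °C with compounds at up to 57 uM. SteadyGlo luminescence gave expression; GF-AFC fluorescence gave viability.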
HepG2 tox – HepG2 cytotoxicity, counter-screen for TGF-b inhibitors; HepG2 CAGA-GFP viability, ATP luminescence, 18 h; Potency, µM (titrated, usually from 46.1 µM), inactives show at the highest dose activity change, negative = cytotoxicity, actives largely listed as cytotoxic; actives 0.76% (n = 410,000); note: potency is the fitted concentration of half-maximal effect; some results filed as inactive show a strong effect at the top dose
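CellTiter-Glo luminescence gave cytotoxicity after 18 hours at 37 degrees C. The cells were HepG2 CAGA-GFP in 1% FBS DMEM, stimulated with 500 pg/mL TGF-beta after compound addition. %Activity was normalised to no-cell wells (complete cell-killing) and DMSO (no toxicity), and curves were fitted and classified.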
IL-1B inflam inh – inflammasome signaling inhibition, IL-1 beta readout. activity change, % at 57.5 µM. actives 4.7% (n = 360,000). THP-1 LPS/ATP IL-1B secretion, AlphaLISA, 16 h; stronger effect = lower value; in the data active = activity change below about -50%; inconclusive = mostly about -30% to -49%; note: % is set by controls: 0 for no effect and ±100 for the full control effect
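Secreted IL-1B measured by AlphaLISA bead assay after 16 h compound exposure of THP-1 cells; compounds (final up to 57.5 uM) added 1 h before LPS (250 ng/mL) and ATP (1.25 mM) stimulation; lower signal means less secretion.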
TGFb SMAD3 inh – inhibitors of TGF-b signaling; Potency, µM (top dose mostly 46.1 µM), inactives show at the top dose activity, negative = inhibition, most hits filed as inhibitors; actives 1.2% (n = 410,000); HepG2 CAGA-GFP TGF-b/SMAD3 reporter, GFP fluorescence, 18 h; TGF-beta stimulated, 500 pg/mL final; note: potency is the fitted concentration of half-maximal effect; % is set by controls: 0 for no effect and ±100 for the full control effect; nearly all actives have a fitted effect of over 65% in size
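HEPG2 CAGA-GFP, 1000 cells/well; 2 h settle, 37 C; cpd via pin tool; TGF-b 500 pg/mL final; 18 h, 37 C; GFP imaging ex488/em500-530; %Activity normalised to -TGF-b and +DMSO controls; CRC fit, curve class.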
Nrf2 block – inhibitors of Nrf2 signaling. A549 ARE-Fluc reporter, luciferase luminescence, 18-24 h. Potency, µM (doses to about 46 µM), inactives show at the highest dose activity change, negative = inhibition, hits mostly inhibitors. actives 2.1% (n = 360,000); note: potency is the fitted concentration of half-maximal effect; % is set by controls: 0 for no effect and ±100 for the full control effect; nearly all actives have a fitted effect of over 60% in size
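A549 ARE_Fluc cells (5000/well, 5% FBS OPTI-MEM) pre-incubated 2 h, then treated with compounds 18-24 h at 37C/5% CO2 in concentration-response. CellTiter-Fluor viability read first; BugLite luciferase luminescence after 15 min at room temperature gives Nrf2 activity.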
A549 viability – A549 cytotoxicity, counter-screen for Nrf2 inhibitors. Potency, µM (highest dose often 46 µM), without a hit: at the top dose activity change, negative = cytotoxicity, usual class: inhibitors. actives 0.16% (n = 390,000). A549 ARE-Fluc cells, CellTiter-Fluor viability, 18-24 h; note: potency is the fitted concentration of half-maximal effect; % is set by controls: 0 for no effect and ±100 for the full control effect
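Cytotoxicity counterscreen: CellTiter-Fluor fluorescence was measured in A549 ARE_Fluc cells after 18-24 h of compound exposure in a concentration series. The subsequent BugLite luminescent read reports ARE-luciferase activity.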
Nrf2 ARE act – Nrf2 pathway activation | AREc32 ARE-luciferase reporter (MCF7-derived line), luminescence, 24 h | Potency, µM (highest dose often 46.1 µM), without a hit: at the highest dose activation, hits mostly activators | actives 0.31% (n = 410,000) | AID 624171; note: potency is the fitted concentration of half-maximal effect; % of control where 0% means no effect; nearly all actives have a fitted effect of over 65% in size
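For detection, Steady-Glo was added and plates sat 30 min at RT; before that, AREc32_Fluc cells grown overnight in OPTI-MEM/5% FBS had been treated with 23 nL compound for 24 hr at 37 deg C.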
MCF10A rereplic – DNA re-replication induction in MCF 10a cells. AID 624296. MCF 10A DNA re-replication, Hoechst nuclear intensity, 48 h. actives 2.9% (n = 350,000). Potency, µM (highest dose often 46.1 µM), for the others: top-dose activity, positive = re-replication, actives largely listed as activators; note: potency is the fitted concentration of half-maximal effect; % of control where 0% means no effect; nearly all actives have a fitted effect of over 50% in size
* marks the source's active call; other numbers are inactive results; i = inactive; ? = inconclusive; . = not tested or not shown; [ ] = remark or other dose. Unless noted, calls come from the whole dose curve; as a rule, active = well fitted curve in the direction sought with a large enough effect; inconclusive = small, poorly fitted or top-dose-only effect, or another doubt; inactive = no such curve, though single readings can be large; an effect the other way counts as inactive or inconclusive. This is a random part of the collection (roughly 8.8% active in at least one column).

No.	SMILES	ATXN viability	ATXN2 expr inh	HepG2 tox	IL-1B inflam inh	TGFb SMAD3 inh
1	COc1ccc(NS(=O)(=O)c2cccc(C(=O)NCC(c3ccc(OC)cc3)N3CCOCC3)c2)cc1 (stereo not given)	i	-20%	-11%	-9	?
2	COc1cc(/C=N/Nc2ccc(C(=O)O)cc2)cc(OC)c1OC	i	.	4%	0	3%
3	Cc1cc(NC(=O)CN2CCN(c3ncccn3)CC2)no1	i	-7%	15%	-1	1%
4	COc1ccc(N2CCN(CC(O)COc3ccc(F)cc3)CC2)cc1 (stereo not given)	i	-10%	-1%	9	-17%
5	Cc1noc(C)c1NC(=O)N(C)C[C@H]1OCCCC[C@@H](C)Oc2ccc(NC(=O)Nc3ccc(F)cc3)cc2C(=O)N([C@@H](C)CO)C[C@H]1C	i	5%	-6%	11	7%
6	Cc1ccc(C(=O)NC2CC(C)(C)NC(C)(C)C2)c(C)c1	i	4%	0%	-2	0%
7	Cc1cc(/C=c2/sc3nc4ccccc4n3c2=O)c(C)n1-c1ccccn1	i	-84%	-17%	-58*	26%
8	O=C(CNC(=O)c1cc2ccccc2o1)NCc1cccs1	i	13%	-17%	18	35%[activator]
9	COc1ccc(C(C(=O)NCC2CCCO2)N(C(=O)CNC(=O)c2ccco2)c2cc(C)cc(C)c2)cc1OC (stereo not given)	i	0%	0%	5	-2%
10	Cn1cc(-c2cc3n(n2)CCC(=O)N3CCCC(=O)NCc2ccc(F)cc2)c2ccccc21	i	-6%	-4%	.	-28%
11	OCC1OC(n2cnc3c(N4CCCC4)ncnc32)C(O)C1O (stereo not given)	?	.	-75%	87	2.8µM*
12	CC(=O)c1ccc2cccc3c2c1N=CN3C	i	-13%	-5%	-59*	87%[activator]
13	Cc1ccc(N2CC(NC(=O)CCc3ccccc3)CC2=O)cc1 (stereo not given)	.	.	-1%	.	8%
14	CCOC(=O)c1ccc2c(c1)nc(SCC(=O)c1cc3ccccc3o1)n2CC	i	32%[activator]	-4%	30	-7%
15	O=C(NC1CCN(C(=O)N2c3ccccc3Sc3ccccc32)CC1)c1ccco1	?	26%	-3%	-8	-23%

No.	Nrf2 block	A549 viability	Nrf2 ARE act	MCF10A rereplic
1	-17%	-2%	0.2%	13%
2	?	?	0.0%	2%
3	0%	-1%	-0.3%	2%
4	-18%	-3%	-0.1%	13%
5	.	.	-0.1%	.
6	0%	6%	-0.1%	-1%
7	.	-14%	-1.8%	?
8	2%	-3%	3.8%	4%
9	1%	-8%	2.7%	?
10	.	-14%	0.3%	.
11	.	.	-2.3%	.
12	?	-1%	-0.3%	2%
13	.	12%	0.2%	.
14	-22%	-7%	5.6%	?
15	?	-14%	0.7%	?

Record cards (already shown). Order of screens: ATXN viability | ATXN2 expr inh | HepG2 tox | IL-1B inflam inh | TGFb SMAD3 inh | Nrf2 block | A549 viability | Nrf2 ARE act | MCF10A rereplic
Cc1cc(/C=c2/sc3nc4ccccc4n3c2=O)c(C)n1-c1ccccn1 reads i | -84% | -17% | -58* | 26% | . | -14% | -1.8% | ?
COc1cc(/C=N/Nc2ccc(C(=O)O)cc2)cc(OC)c1OC reads i | . | 4% | 0 | 3% | ? | ? | 0.0% | 2%
Cc1cc(NC(=O)CN2CCN(c3ncccn3)CC2)no1 reads i | -7% | 15% | -1 | 1% | 0% | -1% | -0.3% | 2%

New compounds follow:
No.	SMILES	ATXN viability	ATXN2 expr inh	HepG2 tox	IL-1B inflam inh	TGFb SMAD3 inh
16	COc1ccc(NC(=O)Nc2ccc(C)cc2Br)c(OC)c1	i	-18%	-16%	27	0%
17	O=C(CSc1nnc(-c2ccccc2)n1CC1CCCO1)N1CCCC1 (stereo not given)	i	-4%[11.3 µM]	12%	5	5%
18	O=P(CCCCCCCCCP(=O)(c1ccccc1)c1ccccc1)(c1ccccc1)c1ccccc1	22µM*	25µM*	-98%	-104*	?
19	C=CCn1c(N)cc(=O)nc1SCC(=O)Nc1ccccc1	?	17%	-3%	?	0%
20	CC1(C(=O)NS(=O)(=O)c2ccccc2OC(F)(F)F)CCN1C(=O)Cc1ccccc1 (stereo not given)	i	13%	15%	0	52%[activator]
21	OCCNc1nc(Nc2ccccc2O)nc(N2CCCC2)n1	i	3%	12%	.	-28%
22	COCC1CCN(Cc2nc(Cc3ccccc3Cl)no2)CC1	i	24%	-3%	14	-25%
23	CS(=O)(=O)N(CCc1ccccc1)CC(=O)N1CCN(Cc2ccc3c(c2)OCO3)CC1	i	-16%	-1%	-3	-11%
24	Cc1ccc(-n2nc(CO)c(C(=O)NCc3ccccn3)n2)cc1	.	.	-3%	.	0%
25	Cc1cc(C)nc(NS(=O)(=O)c2ccc(NC(=O)c3ccc(O)cc3O)cc2)n1	i	5%	0%	-11	-13%
26	Cc1nn(C)cc1NC(=O)c1ccc(Br)o1	i	-2%	9%	18	-2%
27	CC1CC(C)CN(S(=O)(=O)c2ccc(C(=O)Nc3nnc(C4CC4)o3)cc2)C1 (stereo not given)	i	-35%	-4%	50	-15%
28	COCCNS(=O)(=O)c1ccc(-c2ccc(C)cc2)cc1	i	7%	-11%	12	-19%
29	CCN(C(=O)CSc1nnc(-c2ccc(F)cc2)n1C)C1CCS(=O)(=O)C1 (stereo not given)	i	-2%	-4%	-7	0%
30	Cc1cc(=O)c2c(C)nn(-c3ccccc3)c2[nH]1	i	10%	5.6µM*	9	-6%

No.	Nrf2 block	A549 viability	Nrf2 ARE act	MCF10A rereplic
16	5%	1%	1.8%	22%
17	0%	3%	0.1%	-1%
18	?	?	-1.7%	?
19	?	-2%	3.2%	2%
20	.	.	0.6%	.
21	4%	-11%	3.6%	1%
22	10%	2%	0.8%	-12%
23	?	-9%	-0.6%	?
24	-8%	0%	0.3%	.
25	-9%	-3%	-1.1%	1%
26	-6%	-1%	-0.6%	-40%[inhibitor]
27	?	-19%	-0.1%	18%
28	-5%	-3%	0.1%	1%
29	-6%	-3%	-1.0%	-1%
30	.	-2%	2.1%	4%

No.	SMILES	ATXN viability	ATXN2 expr inh	HepG2 tox	IL-1B inflam inh	TGFb SMAD3 inh
31	O=C1C=CC(n2cc(F)c(=O)[nH]c2=O)O1 (stereo not given)	?	.	-19%	?	1%
32	OCCCn1c(CCNc2nc(-c3ccc(F)cc3)cs2)nc2cc(C(F)(F)F)ccc21	?	?	-36%	-69*	?
33	Cc1ccc(C(O)c2nc3ccccc3n2C(C)C)cc1 (stereo not given)	i	-8%	-10%	-11	25%
34	O=C(NCc1cccnc1)c1noc2c1CCCCC2	i	24%	-18%	-9	6%
35	Cc1ccc(C(=O)N(NC2=NS(=O)(=O)c3ccccc32)S(=O)(=O)c2ccc(C)cc2)cc1	i	-79%	18%	-6	3%
36	CCOC(=O)CNC(=O)N(CCOC)CC1CCCN(C2Cc3ccccc3C2)C1 (stereo not given)	i	6%	-17%	8	-11%
37	COc1ccc(OCC(O)CN(CCO)CC(O)Cn2ccc3ccccc32)cc1 (stereo not given)	i	-28%	-64%	0	-26%
38	CCOC(=O)c1nc(Nc2ccc(N3CCC(C)CC3)cc2)c2ccccc2n1	?	?	7%	-9	-4%
39	CCN(C(=O)CSc1nc2nc(C)cc(C)n2n1)C1CCS(=O)(=O)C1 (stereo not given)	i	-7%	6%	10	-8%
40	O=C(COc1cccc(F)c1)NNC(=O)c1cccc(-n2cccc2)c1	i	3%	1%	15	4%
41	COc1ccc(OC)c(CN(CCN2CCOCC2)S(=O)(=O)c2ccc(NC(C)=O)cc2)c1	i	3%	-3%	-8	-16%
42	Cc1ccccc1C(=O)NC(=S)Nc1sc2c(c1C#N)CCCC2	i	-2%	6%	-28	2%
43	CCOC(=O)c1sc(=S)n(-c2ccccc2Cl)c1C	i	-13%	-35%	29	15%
44	C#CCN(C[C@@H]1[C@@H](OC(=O)NC2CCCC2)[C@@H](OC(=O)NC2CCCC2)CN(C(=O)OC(C)C)N1C(=O)OC(C)C)S(=O)(=O)c1ccc(C)cc1	i	-14%	-35%	-20	-4%
45	O=C(CC(c1cccs1)N1Cc2ccccc2C1=O)Nc1ccc(F)c(Cl)c1 (stereo not given)	i	7%	-4%	.	-4%
46	CC(C)Oc1ccc(CNC(=O)C2CCN(c3nc4ccccc4nc3C(F)(F)F)CC2)cc1	i	-1%	-10%	.	?

No.	Nrf2 block	A549 viability	Nrf2 ARE act	MCF10A rereplic
31	.	.	25µM*	.
32	?	-27%	-3.6%	?
33	-26%	-1%	3.0%	8%
34	2%	1%	2.7%	1%
35	.	1%	-0.7%	-1%
36	6%	-1%	-0.4%	-5%
37	-17%	-1%	9.5%	0%
38	?	-10%	5.8%	14%
39	1%	-5%	0.2%	-3%
40	2%	-2%	-0.8%	5%
41	-9%	5%	0.4%	4%
42	13%	-11%	0.3%	5%
43	?	2%	-0.8%	8%
44	.	.	1.9%	.
45	-9%	6%	2.1%	.
46	-6%	0%	-0.8%	.
